M1 antag – human CHRM1 antagonism. P11229. CHO-K1 hM1, Fluo-8 calcium fluorescence, ACh EC80 antagonist. inhibition, % at 3 µM. 360,000 tested, 1.3% active;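 active = percent inhibition above its own plate's cutoff, namely the mean of that plate's compound wells plus 3 SD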;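 note: peak over basal fluorescence ratio during 140 s after agonist addition; 0% = ACh EC80 plus DMSO and 100% = DMSO alone without agonist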
Target sequence (P11229 whole entry, looked up): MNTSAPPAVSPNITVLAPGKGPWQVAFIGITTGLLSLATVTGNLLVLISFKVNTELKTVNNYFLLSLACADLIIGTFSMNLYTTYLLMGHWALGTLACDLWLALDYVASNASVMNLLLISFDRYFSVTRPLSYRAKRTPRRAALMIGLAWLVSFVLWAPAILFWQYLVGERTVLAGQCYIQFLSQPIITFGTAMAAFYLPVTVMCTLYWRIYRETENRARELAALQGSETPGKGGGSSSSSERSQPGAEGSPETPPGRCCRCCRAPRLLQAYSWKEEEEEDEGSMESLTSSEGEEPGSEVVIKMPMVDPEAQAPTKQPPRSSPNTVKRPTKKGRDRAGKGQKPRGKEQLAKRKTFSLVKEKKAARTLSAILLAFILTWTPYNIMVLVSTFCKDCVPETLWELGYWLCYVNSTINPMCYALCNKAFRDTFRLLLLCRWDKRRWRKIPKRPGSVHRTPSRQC
TAAR1 antagonist – human TAAR1 antagonism; Q96RJ0; CHO RD-HGA16 TAAR1, Fluo-8 calcium fluorescence, antagonist; inhibition, % at 3 µM; 360,000 tested, 1.5% active;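 active = inhibition above a per-plate cutoff, the mean inhibition of test compounds on that plate plus 3 SD, cut at about 49% in these data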;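 note: 0% = DMSO plus EC80 beta-PEA response and 100% = DMSO alone without agonist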
Target sequence (Q96RJ0 whole entry, looked up): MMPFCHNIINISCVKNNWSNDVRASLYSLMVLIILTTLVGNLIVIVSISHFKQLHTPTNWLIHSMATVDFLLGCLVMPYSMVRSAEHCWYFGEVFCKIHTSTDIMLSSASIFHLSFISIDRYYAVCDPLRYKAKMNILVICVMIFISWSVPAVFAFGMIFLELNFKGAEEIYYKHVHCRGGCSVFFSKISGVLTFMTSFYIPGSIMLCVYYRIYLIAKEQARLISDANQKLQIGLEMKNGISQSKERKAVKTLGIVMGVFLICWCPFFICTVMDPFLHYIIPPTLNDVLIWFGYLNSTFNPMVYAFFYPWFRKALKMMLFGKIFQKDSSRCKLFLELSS
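Test system – hTAAR1-expressing CHO RD-HGA16 cells, Gα16-coupled · Reagent – β-PEA at EC80 concentration, post-compound challenge · Compound dosing – 3 µM, single point · Timing – 140 s kinetic read after compound, 140 s after agonist · Detection – Fluo-8 intracellular calcium dye fluorescence, real-time kinetic reads · Control set – DMSO and EC80 PEA controls · Repeats – n of 1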
M1 PAM parental – counter-screen for M1 PAMs: effect in parental CHO-K1 cells. 360,000 tested, 0.02% active. ATP EC20, Fluo-8 calcium fluorescence; 0% at ATP EC20, 100% at ATP max. activation, % at 3 µM;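 active = activation above the run cutoff, the mean activation of all test compounds plus 3 SD, cut at about 40% in these data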;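 note: peak over basal fluorescence ratio in a 140 s read after ATP addition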
TAAR1 ag – human TAAR1 agonism; CHO RD-HGA16 TAAR1, Fluo-8 calcium fluorescence; vehicle wells 0%, saturating PEA agonist 100%; activation, % at 3 µM; 360,000 tested, 0.99% active; Q96RJ0;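 active = activation above the mean activation of all test compounds in the run plus 3 SD, cut at about 38% in these data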
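System: CHO-derived RD-HGA16 cells with stable Gα16 and human TAAR1. Times: 17-24 h plating, Fluo-8 75 min 37 °C, 30 min RT. Measured by: calcium-sensitive Fluo-8 signal, excitation 470-495, emission 515-575 nm. Read-out basis: % activation relative to PEA EC100 response. Control set: DMSO and PEA EC100. Repeats: no replicates (n 1).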
CHO-K1 Ca antag – counter-screen for M1 antagonists: effect in parental CHO-K1 cells; 360,000 tested, 0.6% active; ATP-induced calcium, Fluo-8 fluorescence; inhibition, % at 3 µM; AID 602250;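 active = inhibition above a per-plate cutoff, the plate's mean sample inhibition plus 3 SD, cut at about 24% in these data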;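 note: 0% = DMSO plus EC80 ATP and 100% = DMSO alone without ATP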
CHRM1 agonist – agonists of human M1 muscarinic receptor; P11229; CHO-K1 hM1, Fluo-8 calcium fluorescence, agonist mode; 0% DMSO, 100% acetylcholine EC100; activation, % at 3 µM; 360,000 tested, 0.33% active; AID 588814;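 active = activation above the run's mean compound activation plus 3 SD, cut at about 16% in these data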;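 note: peak over basal fluorescence ratio within a 140 s kinetic read after compound addition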
M1 ag parental – M1 agonist counterscreen hit in parental CHO-K1 cells; Fluo-8 calcium fluorescence; scaled to maximal ATP response, vehicle zero; activation, % at 3 µM; 360,000 tested, 0.48% active; AID 602248; in the data active = activation above about 15%;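 note: untransfected CHO-K1 host cells lacking M1 receptor as counterscreen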
CHRM1 PAM – human CHRM1 positive allosteric modulation. AID 588819. 360,000 tested, 0.088% active. P11229. activation, % at 3 µM. CHO-K1 hM1, Fluo-8 calcium fluorescence, ACh EC20; 0% = ACh EC20, 100% = maximal ACh; in the data active = activation above about 19%, passing the limit was not always enough
CHO parental Ca – signal in parental CHO cells, OX1R antagonist counter-screen. parental CHO-K1, ATP-induced calcium, Fluo-8 fluorescence. inhibition, % at 5.6 µM. 330,000 tested, 0.63% active;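 active = inhibition above that plate's mean sample inhibition plus 3 SD, cut at about 26% in these data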;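 note: 0% = ATP-challenged DMSO wells and 100% = DMSO wells without ATP; some compounds past the cut are filed as inactive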
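Test system: parental CHO cells; detection: calcium-sensitive Fluo-8 fluorescence; evaluation: percent inhibition of calcium signal; also added: ATP as calcium-mobilizing challenge; repeats: one well per compound; control set: ATP-challenged DMSO wells low, unchallenged DMSO wells high; compound: single nominal dose of 5.6 µM per compound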
Starred values were filed as active, the others as inactive; x = not tested or not shown.

smiles	CHO parental Ca	TAAR1 antagonist	M1 PAM parental	CHRM1 PAM	CHRM1 agonist	CHO-K1 Ca antag	TAAR1 ag	M1 antag	M1 ag parental
COc1ccc(NC(=O)C2CCCN(S(=O)(=O)c3cccc4nonc34)C2)c(OC)c1 (stereo not drawn)	-13	-11	13	3	-4	2	3	-5	1.1
O=C(CN1C(=O)CCC1=O)Nc1cccc(NC(=O)CN2C(=O)CCC2=O)c1	-11	-5	11	6	-3	-11	8	-2	1.1
Cc1ccc(C)c2[nH]c(=O)c(CN(CC3CCCO3)S(=O)(=O)c3ccc4c(c3)OCCO4)cc12 (stereo not drawn)	-14	6	-8	-7	-1	9	6	11	-0.3
COc1cc2oc(=O)ccc2cc1[C@@H](O)[C@@H]1OC(C)(C)OC1(C)C	-3	-9	15	7	0	-12	11	-7	0.8
O=C1NC(=Nc2ccc(Cl)cc2)/C(=C/c2ccco2)S1	-3	12	-5	5	-4	4	3	1	1.6
CCN(CC)c1ccc(C2NC(=O)NC(C)=C2C(=O)Nc2ccccc2)cc1 (stereo not drawn)	-3	-1	1	-7	-3	2	-2	10	0.2
COc1cccc(CN2CCC(C(=O)N3CCC(C)CC3)CC2)c1	4	13	20	10	-6	-8	10	-16	1.0
C/C(=N\NC(=S)NC1CCCCC1)c1ccc(Cl)c(Cl)c1	-6	-9	-11	8	-2	11	0	-18	0.3
O=C1C(=O)N(Cc2ccncc2)C(c2ccccc2F)/C1=C(\O)c1ccc2c(c1)OCCO2 (stereo not drawn)	-7	0	13	3	-3	-11	2	-9	-0.3
CC(C)NS(=O)(=O)c1ccc(NC(=O)C(C)OC(=O)C2CCC2)cc1 (stereo not drawn)	-2	-10	-15	-12	-3	16	35	27	0.9
O=C(CN(C(=O)CSc1nnc(COc2ccccc2)o1)c1ccc(F)cc1)NC1CCCC1	-20	0	2	3	-4	-13	4	-24	0.6
CS(=O)(=O)Nc1ccccc1C(=O)Nc1cc2c(cc1C(=O)O)OCCCO2	2	0	6	11	0	-7	0	-11	0.4
O=[N+]([O-])c1cc2c(cc1/C=N/n1c(-c3ccccc3)n[nH]c1=S)OCO2	-15	-10	19	7	-1	-1	5	-7	0.9
CC1CCCN(C(=O)C2CCN(Cc3ccc4c(c3)OCO4)CC2)C1 (stereo not drawn)	3	-1	3	13	-12	-14	-3	-21	0.6
COc1ccc(-c2cccc(C(=O)NCC(=O)O)c2)cc1	3	-8	12	5	-3	-13	6	-4	0.2
Cc1ccc(S(=O)(=O)N2CCC(C(=O)N/N=C/c3ccncc3)CC2)cc1	-10	8	-8	2	-4	24*	0	-2	-1.0
Cc1ccccc1S(=O)(=O)N1C[C@H]2CON(C)[C@H]2C[C@H]1c1cccc(-c2ccccc2)c1	x	8	34	8	-5	-17	0	-20	1.3
O=C(N/N=C/c1c(O)n(-c2ccc(Cl)cn2)c(=O)c2ccccc12)C1CC1	-12	-5	19	1	-4	-4	0	-5	-0.2
CCS(=O)(=O)N1CCCC(C(=O)NCc2ccc(C)cc2)C1 (stereo not drawn)	-6	-20	14	11	-3	-6	-2	-14	0.4
Cc1ccccc1C(=O)N1CCC(C(=O)Nc2nc3ccc(F)cc3s2)CC1	12	14	-17	5	2	16	10	1	14
Cc1ccc(S(=O)(=O)NC(CC(C)C)C(=O)N2CCOCCOCCOCCOCC2)cc1 (stereo not drawn)	-14	0	-4	17	0	5	1	-14	-0.4
CS(=O)(=O)N(CC(=O)NCc1ccco1)c1ccc(OCc2ccccc2)cc1	-9	4	8	1	-4	-3	17	-3	0.8
CCOC(=O)N1CCN(C(=O)c2ccc(NS(C)(=O)=O)cc2)CC1	-3	7	-5	8	-4	8	17	-2	-0.3
O=C(O)CCn1c(=S)n(CCC(=O)O)c2ccccc21	18	-12	8	13	-3	-11	1	-10	0.4
CCN(CC)C(=O)/C(NC(=O)c1ccccc1)=C(/Sc1ncccn1)c1ccccc1	-15	-13	17	12	-4	5	6	-10	1.1
Cc1c(C)n(C(=O)CSc2ncn[nH]2)c2ccccc12	-9	-1	9	9	1	0	6	-10	-0.3
O=c1oc(-c2ccccc2)nc2c1cnn2-c1ccccc1	-4	5	-3	3	-2	-5	13	1	0.3
CCOC(=O)C1CCCN(C(=O)C2c3ccccc3Oc3ccccc32)C1 (stereo not drawn)	22	8	8	-30	79*	6	13	35*	20*
O=c1c(Cc2ccccc2)c(O)ccn1C1CCCCCCC1	-18	17	5	-6	-5	-12	7	5	2.4
O=C(/C=C/Nc1ccccc1)C(F)(F)F	4	-19	8	10	0	11	1	-8	0.2
O=C(c1ccccc1)C1CCN(C(=O)c2ccc(Cl)cc2)CC1	-8	6	5	8	-1	-13	5	-13	5.4
CC(C)n1ncc2c(C(=O)Nc3ccccc3SCC(N)=O)cc(C3CC3)nc21	x	49*	-14	-7	1	6	13	0	3.6
Cc1ccc(NC(=O)CC2NCCNC2=O)cc1Cl (stereo not drawn)	6	11	11	13	0	-15	0	-13	1.0
C/C(=N\NS(=O)(=O)c1ccc(Br)cc1)c1cccs1	-13	-20	0	11	-3	-7	8	-11	-0.1
O=C(Nc1cccc(Cl)c1)c1nc[nH]c1C(=O)NCc1ccccc1	-24	7	-18	13	0	5	6	1	-0.3
CCOC(=O)N1CCN(Cc2cc(=O)oc3ccc4ccccc4c23)CC1	-11	17	17	-1	-4	-6	6	-21	0.3
O=C(CNC(=O)c1ccncc1)N/N=C/c1cccc([N+](=O)[O-])c1	5	3	25	15	-3	-10	7	-9	2.0
O=C(c1cc2ccccc2oc1=O)N1CCN(C(=O)C2CCCO2)CC1 (stereo not drawn)	-1	x	-11	2	-2	0	x	-4	0.2
Cc1cccn2c(CN3CCCC(c4ccccc4)C3)c(C(=O)N3CCOCC3)nc12 (stereo not drawn)	-19	22	19	-10	-5	-1	16	11	3.2
Cc1nn(C)c(Cl)c1CN1CCN(C2CCCC2)C(CCO)C1 (stereo not drawn)	-20	-15	-5	-5	-8	-7	4	10	0.6
CCN(C(=O)COC(=O)c1cccnc1SC)C1CCCCC1	-14	-18	3	2	-4	-5	4	0	0.2
NS(=O)(=O)c1cccc(NC(=O)COC(=O)CN2C(=O)C3CC=CCC3C2=O)c1 (stereo not drawn)	-19	-7	12	1	-5	1	4	-10	-0.2
NS(=O)(=O)c1cc(C(=O)NCCc2ccccn2)ccc1Cl	-11	-21	-22	12	1	22	0	-7	0.0
Cn1c(=O)c2ccccc2n2c(=S)[nH]nc12	8	-9	-6	-2	-4	-4	0	-6	-0.3
COC(=O)c1cc(S(=O)(=O)N2CCN(c3cccc(C)c3C)CC2)c[nH]1	15	-1	-3	-21	0	13	0	34*	7.7
O=C(CO)c1c[nH]c2ccccc12	x	-5	7	2	-4	-7	2	-6	0.3
COC(=O)CC(NC(=O)CN1CCN(c2ccc(F)cc2)CC1)c1cccc(F)c1 (stereo not drawn)	-7	-2	12	5	-6	-6	5	-7	3.6
COc1ccc2[nH]cc(C(=O)CN3CCCC(C)(C)C3)c2c1	-18	-4	19	3	-4	-11	1	-6	5.2

The list goes on, overlapping the part above by two compounds.
smiles	CHO parental Ca	TAAR1 antagonist	M1 PAM parental	CHRM1 PAM	CHRM1 agonist	CHO-K1 Ca antag	TAAR1 ag	M1 antag	M1 ag parental
COC(=O)CC(NC(=O)CN1CCN(c2ccc(F)cc2)CC1)c1cccc(F)c1 (stereo not drawn)	-7	-2	12	5	-6	-6	5	-7	3.6
COc1ccc2[nH]cc(C(=O)CN3CCCC(C)(C)C3)c2c1	-18	-4	19	3	-4	-11	1	-6	5.2
N#Cc1nc(-c2cccs2)oc1NCc1ccc(Cl)cc1	3	50*	15	-8	0	-9	15	5	2.2
O=C(Nc1ccccc1N1CCN(C(=O)c2ccccc2)CC1)c1ccc2c(c1)OCO2	-18	27	15	-12	-1	0	15	14	4.7
O=C(CCNC(=O)c1ccccc1Cl)NCC12CC3CC(CC(C3)C1)C2	-9	-15	-4	5	-5	-5	8	-1	0.2
COc1ccc(CCn2c(C)cc3c(c2=O)C(c2ccncc2)C(C#N)=C(N)O3)cc1OC (stereo not drawn)	x	20	2	1	-3	1	8	-3	1.2
Cc1onc(-c2c(F)cccc2Cl)c1C(=O)ONC(=O)c1ccco1	-11	-8	6	7	-4	-5	4	-8	0.2
CC(/C=C1\NC(=S)NC1=O)=C\c1ccccc1	-5	-7	-34	17	3	21	1	6	-0.2
CCN(C(=O)COC(=O)c1c(-c2ccccc2)noc1C)c1c(N)n(Cc2ccccc2)c(=O)[nH]c1=O	-13	-9	34	11	-2	-7	1	-13	1.1
COc1cccc(C=C(C(C)=O)C(=O)c2ccccc2)c1	x	-8	0	x	x	1	-1	x	1.0
CCOC(=O)CSc1nnc(-c2ccc(S(=O)(=O)N3CCC(C)CC3)cc2)o1	-2	22	-4	4	-2	10	2	5	0.1
COc1ccc(CNC(=O)CN(c2ccc(OC)cc2)S(=O)(=O)c2c(C)nn(C)c2C)cc1	-10	0	4	0	-7	-7	11	0	1.0
C=CC[C@@H](Cc1ccc(F)cc1)C(=O)OC[C@@H]1CCCN1C(=O)[C@@H](CC=C)CC(=O)NCCO	-14	23	25	12	-4	-15	5	-9	1.4
O=C(Nc1ccccc1O)c1c(O)c2c([nH]c1=O)CCCC2	6	8	-4	1	-6	12	3	9	0.8
COc1ccc(NC(=O)C(c2ccc(OC)cc2)N(C)C(=O)CC2NC(=O)NC2=O)cc1 (stereo not drawn)	-3	-12	20	3	-8	-10	0	-12	1.0
Cc1ccc(-c2nnn(CC(=O)N(c3ccccc3F)C(CC(C)C)C(=O)NCC3CCCO3)n2)cc1 (stereo not drawn)	-28	-3	-7	8	-6	21	9	-5	0.0
CCn1cc(S(=O)(=O)CC(=O)NC2CCCCC2)c2ccccc21	-14	4	11	6	-3	-4	2	-5	0.7
Cc1ccc(OCCNC(=O)[C@H]2O[C@@H](n3ccc(N)nc3=O)[C@H](O)[C@@H]2O)cc1C	x	-6	1	-5	-2	-10	2	4	0.1
Cc1c(/N=C(\[O-])Nc2ccc(Br)cc2)sn[n+]1C	-21	-19	6	14	-3	2	-1	-13	0.5
CN1CCC(N(C)C(=O)NC2CCCCC2)CC1	25	-38	7	15	1	-15	1	-8	1.1

Source: PubChem BioAssay (The Scripps Research Institute Molecular Screening Center)
